Source: PubChem BioAssay
RGS4 inh – RGS4 inhibitors, primary screen, cell-based, HEK293 M3R inducible RGS4, calcium flux. Fluo-4 calcium flux; hits give high values; triggered by carbachol at its EC20. 310,000 tested, 0.45% active. Regulator of G-protein signaling 4 (Homo sapiens), P49798. AID 463165, 2010. B-score at 10 µM;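 active means B-score, a plate-corrected calcium signal, over three deviations above library mean, with baseline fluorescence within five deviations of library mean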;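 further: RGS4 expression induced by doxycycline in cells with stable M3 receptor; B-score is computed from the integrated fluorescence ratio over baseline after carbachol; higher B-score means a larger calcium signal and so more RGS4 inhibition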
KCNQ1 pot – potentiators or activators of KCNQ1 channel, primary screen, cell-based, thallium flux, high-throughput; 310,000 tested, 0.35% active; B-score at 10 µM; AID 2648, 2010; CHO-K1 KCNQ1, thallium flux FluxOR fluorescence; hits give high values;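 active means fluorescence ratio B-score, a plate-corrected score, at least three library SD, with initial intensity B-score within 5 SD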
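Doses: Single concentration per compound, DMSO matched to controls | Test system: KCNQ1-transfected CHO-K1 cells | Timing: 90 min dye loading and 20 min compound exposure, both at room temperature | Measured by: Kinetic FluxOR thallium fluorescence, 10-s 1-Hz baseline, 110-s post-stimulus read | Medium: Assay buffer with matched DMSO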
hERG rescue – hERG rescue from dofetilide block, primary screen, cell-based, CHO-hERG, FluxOR thallium flux, dofetilide IC70. dofetilide IC70 present. 310,000 tested, 0.51% active. AID 1511, 2009. activation (rescue from dofetilide block), less the hit threshold, % at 10 µM. Voltage-gated inwardly rectifying potassium channel KCNH2 (Homo sapiens), Q12809;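 active means activation above the mean of controls blocked by dofetilide plus 5 SD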;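 further: thallium influx through hERG after potassium depolarization seen as dye fluorescence rise; in these data hits start at about 4.7%; inactives centre near -7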
SKKanGAS inh – S. pyogenes SKKanGAS growth inhibitors in kanamycin, primary screen, streptokinase expression inhibitor project, SKKanGAS strain, BacTiter-Glo luminescence. 6 h. inhibition, % at 7.5 µM. 300,000 tested, 1.3% active. AID 1662, 2009;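 active means mean replicate score, as percent of positive control median, at least 50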;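 further: strain carries kanamycin resistance gene driven by streptokinase promoter and grows in 40 µg/ml kanamycin; loss of luminescence reflects streptokinase promoter inhibition or plain growth inhibition; 0% = median of DMSO wells and 100% = positive control at its reference dose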
HDAC3 inhib – HDAC3 deacetylase inhibitors, primary screen, biochemical, fluorescence, cell-free homogeneous | Histone deacetylase 3 (Homo sapiens), O15379 | recombinant HDAC3, fluorogenic peptide/trypsin coupled | inhibition, % at 8.3 µM | 320,000 tested, 0.15% active; in the data active means inhibition above about 26%, passing the limit was not always enough
ANO1 activ – TMEM16A chloride channel activators or potentiators, primary screen, cell-based, HTS. AID 623877, 2012. Anoctamin-1 (Mus musculus), Q8BHY3. 340,000 tested, 0.3% active. HEK293 TMEM16A/YFP-H148Q/I152L, iodide quench fluorescence; hits give low values. B-score at 10 µM;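 active means fluorescence-ratio B-score plate-corrected deviation score at least 3 library SD below zero, with starting fluorescence score within 5 deviations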;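 further: channel opened by trigger with iodide after compound preincubation; score built on the fluorescence ratio of max minus min over baseline; more negative score means more quench and so TMEM16A activation or potentiation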
Target sequence (Q8BHY3 whole entry, looked up): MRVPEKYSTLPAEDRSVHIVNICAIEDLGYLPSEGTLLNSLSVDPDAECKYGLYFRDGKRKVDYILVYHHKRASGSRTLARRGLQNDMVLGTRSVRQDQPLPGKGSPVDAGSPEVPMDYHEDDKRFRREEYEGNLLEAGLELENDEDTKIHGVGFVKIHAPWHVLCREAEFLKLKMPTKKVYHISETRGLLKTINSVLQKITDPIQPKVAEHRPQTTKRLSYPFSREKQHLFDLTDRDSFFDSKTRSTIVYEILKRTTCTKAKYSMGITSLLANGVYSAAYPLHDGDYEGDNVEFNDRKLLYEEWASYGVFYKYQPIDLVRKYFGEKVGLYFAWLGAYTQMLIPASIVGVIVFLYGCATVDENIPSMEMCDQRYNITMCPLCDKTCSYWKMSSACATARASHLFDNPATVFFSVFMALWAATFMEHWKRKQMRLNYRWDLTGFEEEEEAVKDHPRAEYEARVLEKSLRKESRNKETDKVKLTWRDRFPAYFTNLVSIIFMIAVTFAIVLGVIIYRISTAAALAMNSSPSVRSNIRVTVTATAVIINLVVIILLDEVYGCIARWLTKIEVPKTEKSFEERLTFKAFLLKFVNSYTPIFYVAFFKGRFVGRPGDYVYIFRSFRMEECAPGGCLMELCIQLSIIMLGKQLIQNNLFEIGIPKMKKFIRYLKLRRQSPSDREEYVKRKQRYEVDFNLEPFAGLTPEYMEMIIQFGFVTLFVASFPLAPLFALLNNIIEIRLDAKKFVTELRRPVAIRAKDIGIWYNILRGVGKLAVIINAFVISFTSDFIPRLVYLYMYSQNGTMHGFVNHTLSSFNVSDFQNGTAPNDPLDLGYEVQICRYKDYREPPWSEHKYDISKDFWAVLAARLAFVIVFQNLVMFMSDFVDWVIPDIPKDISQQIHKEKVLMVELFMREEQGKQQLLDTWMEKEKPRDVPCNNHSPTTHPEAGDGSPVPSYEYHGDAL
ANO1 block – TMEM16A chloride channel inhibitors, primary screen, cell-based, HTS | Anoctamin-1 (Mus musculus), Q8BHY3 | HEK293 TMEM16A/YFP iodide influx fluorescence, ionomycin | normalized B-score (activity score, 25-100; higher = stronger inhibition) at 10 µM | 310,000 tested, 1.2% active | AID 588511, 2011;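 active means ratio plate-corrected score three or more library SD toward inhibition, starting fluorescence score within five deviations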;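 further: score derived from kinetic fluorescence span divided by baseline fluorescence per well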
RGS4 act – RGS4 potentiators or activators, primary screen, cell-based, HEK293 M3R inducible RGS4, calcium flux | carbachol calcium flux Fluo4; hits give low values | B-score at 10 µM | 310,000 tested, 0.92% active;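 active means B-score of the integrated calcium signal more than 4 SD below the library mean, with starting fluorescence not abnormally high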;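 further: negative B-score means reduced calcium response which marks RGS4 activation or potentiation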
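test system = HEK293 cells with stable M3R and inducible RGS4 | schedule = recording 10 s baseline at 1 Hz, 100 s post-agonist | technique = Fluo4-AM (2 µM) calcium-flux fluorescence, kinetic read | measure = Agonist-evoked peak-minus-minimum fluorescence over baseline, integrated ratio, B score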
KCNK9 inh – KCNK9 potassium channel inhibitors, primary screen, HEK293 cells, thallium flux. B-score at 10 µM. FluxOR thallium flux fluorescence; hits give low values. 310,000 tested, 1.2% active;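 active means ratio B-score over 3 SD below the library mean, with starting fluorescence within 5 SD of its mean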;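 further: negative B-score means less thallium flux so channel inhibition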
KCNK3 inh – human KCNK3 channel inhibitors, primary screen, CHO cells, FluxOR thallium flux, B-score; Potassium channel subfamily K member 3 (Homo sapiens), O14649; FluxOR fluorescence; hits give low values; B-score at 10 µM; 340,000 tested, 0.84% active; AID 602410, 2012;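 active means B-score under library mean minus 4 SD, starting fluorescence ratio at most library mean plus 5 SD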;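 further: more negative B-score means stronger inhibition of thallium flux through KCNK3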
KCNQ1 block – inhibitors of human KCNQ1 channel, primary screen, cell-based, thallium flux, high-throughput; Potassium voltage-gated channel subfamily KQT member 1 (Homo sapiens), P51787; CHO-K1 KCNQ1, FluxOR thallium flux fluorescence; hits give high values; B-score at 10 µM; 310,000 tested, 1.3% active;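 active means compounds whose thallium flux B-score, printed positive for inhibition, exceeds three library SD while starting fluorescence stays within three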;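 further: channel opened by potassium depolarization with thallium stimulus after 20 min compound exposure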
Active calls of the source: *; i = inactive; · = no result given.

SMILES	RGS4 inh	KCNQ1 pot	hERG rescue	SKKanGAS inh	HDAC3 inhib	ANO1 activ	ANO1 block	RGS4 act	KCNK9 inh	KCNK3 inh	KCNQ1 block
COc1cc2ccccc2cc1C(=O)N1CCN(c2ccccn2)CC1	i	i	-8	1	-4	i	i	i	i	i	i
C[C@@H]1C=C[C@](Cc2ccccc2)(C(=O)O)N1C(=O)c1ccccc1	i	i	-6	0	0	i	i	i	i	i	i
CC1CCN(S(=O)(=O)c2ccc3c(c2)N(CC(=O)NCCCN2C(C)CCCC2C)C(=O)CO3)CC1 (stereo not given)	i	i	-2	-1	-3	i	i	i	i	i	i
COC(=O)c1cccnc1-n1c(=O)c2cccnc2n(Cc2ccc([N+](=O)[O-])cc2)c1=O	i	i	-13	-2	·	i	i	i	i	i	i
COC(=O)c1scc2c(=O)cc(C(F)(F)F)[nH]c12	i	i	-14	2	-12	i	i	i	i	i	i
Clc1nc(CN2CCCCC2)nc2sc3c(c12)CCCC3	i	i	-15	-14	-2	i	i	i	i	i	i
Cc1cccc(C(=O)NCCNC(=O)c2cnccn2)c1	i	i	-6	-5	0	i	i	i	i	i	i
CCOC(=O)C1C(=O)CC(C)(O)C(C(=O)OCC)C1c1ccc2c(c1)OCO2 (stereo not given)	i	i	-7	0	-2	i	i	i	i	i	i
CCOC(=O)c1nc2sc3c(c2c(=O)n1C(C)C(=O)OCC)CCCC3 (stereo not given)	i	i	-19	8	-45	i	i	i	i	i	i
Cc1cc(C)c(S(=O)(=O)Cc2ccc(Cl)cc2)c(=O)[nH]1	i	i	-4	-9	-6	i	i	i	i	i	i
NS(=O)(=O)c1cccc(NC(=O)CCCNC(=O)c2ccc(Cl)cc2)c1	i	i	-5	-5	-4	i	i	i	i	i	i
Cc1ccc(C)c(N2CCN(Cc3nnnn3C3CCCCC3)CC2)c1	i	i	-13	-7	2	i	i	i	i	i	i
CCc1ccc(NC(=O)c2cc(-c3ccc(OC)cc3)on2)cc1	i	i	-3	-3	-1	i	i	i	i	i	i
CC1=NN(C(=O)CSCc2ccccc2)C(O)(c2ccccc2)C1 (stereo not given)	i	i	-4	0	-2	i	i	i	i	i	i
Cc1ccc(CNC(=O)CCCNC(=O)c2ccc(Cl)cc2)n1C	i	i	-5	15	1	i	i	i	i	i	i
Nc1cc(=O)[nH]c(SCC(=O)Nc2ccc(Br)cc2)n1	i	i	-2	-1	-1	i	i	i	i	i	i
N=c1occ(C(=O)c2cc(F)ccc2O)cc1C(=O)NC1CCCCC1	i	i	-11	-8	-4	i	i	i	i	i	i
COc1ccc(CCC(=O)NC2CCC(C)CC2)cc1 (stereo not given)	i	i	-2	1	4	i	i	i	i	i	i
COc1ccc(N2CC(C(=O)NCc3nnnn3-c3ccc(C)c(C)c3)CC2=O)cc1 (stereo not given)	i	i	-8	-5	4	i	i	i	i	i	i
COc1ccc(Cn2nnc3c(=O)[nH]c(C4CCCN(C(=O)c5ccccc5)C4)nc32)cc1 (stereo not given)	i	i	-5	-1	5	i	i	i	i	i	i
Cc1cc(C)n(CC(O)COc2ccccc2[N+](=O)[O-])n1 (stereo not given)	i	i	-4	2	-1	i	i	i	i	i	i
COc1ccc(-n2nc(C(=O)NCC(=O)NCCN(C)C)c3ccccc3c2=O)cc1	i	i	-9	-3	-2	i	i	i	i	i	i
O=C(NNC(=O)c1ccc[nH]1)Nc1cc(Cl)cc(Cl)c1	i	i	-6	-3	-8	i	i	i	i	i	i
CC(=O)NC(Cc1ccc(F)cc1)C(=O)O (stereo not given)	i	i	-12	-7	7	i	i	i	i	i	i
CNC(=O)c1ccccc1NC(=O)c1cccc(S(=O)(=O)N2CCCCC2)c1	i	i	-2	13	-7	i	i	i	i	i	i
COc1cc(-c2nc3n(n2)C(c2ccc(F)cc2)C2=C(CCCC2=O)N3)cc(OC)c1OC (stereo not given)	i	i	-9	-1	3	i	i	i	i	i	i
COc1ccccc1C(=O)OCC(=O)NCCNC(=O)COC(=O)c1ccccc1OC	i	i	-9	4	-10	i	i	i	i	i	i
CCOc1ccccc1C(=O)NCC(=O)NCC(c1ccco1)N1CCCCC1 (stereo not given)	i	i	-10	-11	0	i	i	i	i	i	i
COc1ccc(CCNC(=O)C2CCCN(S(=O)(=O)c3ccc(F)cc3)C2)cc1OC (stereo not given)	i	i	-13	1	-1	i	i	i	i	i	i
COc1ccccc1NC(c1cccnc1)c1ccc2cccnc2c1O (stereo not given)	i	i	-4	5	1	i	i	i	i	i	i
Cc1cccc(OCC(=O)Nc2nnn(C)n2)c1C	i	i	-6	3	-9	i	i	i	i	i	i
CC(=O)Nc1ccc(S(=O)(=O)Nc2ccc3[nH]c(=O)[nH]c3c2)cc1	i	i	-4	-2	1	i	i	i	i	i	i
COc1ccc([N+](=O)[O-])cc1NC(=S)NC(NC(=O)Cc1ccc(OC)c(OC)c1)C(Cl)(Cl)Cl (stereo not given)	i	i	1	26	-6	i	i	i	i	i	i
COC(=O)c1c(NC(=O)CC2SC(N)=NC2=O)sc2c1CCCC2 (stereo not given)	i	i	1	0	6	i	i	i	i	i	i
C=CCn1c(SCC(=O)c2c(N)n(CCC)c(=O)n(C)c2=O)nc2sc(CC)cc2c1=O	i	i	-9	22	-5	i	i	i	i	i	i
O=[N+]([O-])c1cc(Br)c(Nc2ccccc2)c([N+](=O)[O-])c1	i	i	-6	4	2	i	i	i	i	i	i
O=C(c1ccc(N2CCN(C(=O)c3cccc(F)c3)CC2)cc1)c1cccc(F)c1	i	i	-8	-1	-1	i	i	i	i	i	i
CC(=O)Nc1ccc(-c2sc(Nc3ccccc3)n[n+]2C)cc1	i	i	-11	3	-2	i	i	i	i	i	i
CCCCc1cc(=O)oc2cc(O)ccc12	i	i	-6	6	-268	i	i	i	i	i	i
Cc1cccn2c(=O)c3cc(C(=O)NCc4cccnc4)c(=N)n(C(C)C)c3nc12	i	i	-5	0	i	i	i	i	i	i	i
Cc1cccc(C)c1NC(=O)COC(=O)C1Cc2ccccc2CN1C(=O)c1ccccc1 (stereo not given)	i	i	-10	0	-2	i	i	i	i	i	i
COC(=O)c1ccc(COC(=O)c2ccc(CO)cc2)o1	i	i	0	-7	-3	i	i	i	i	i	i
COCCNC(=S)N/N=C/c1ccc([N+](=O)[O-])cc1	i	i	-10	-2	·	i	i	i	i	i	i
COCCCNC(=S)Nc1ccc(OC(F)F)cc1C	i	i	1	-1	0	i	i	i	i	i	i
COc1cccc(/C=N/NC(=O)c2[nH]c(C)c(C(=O)N/N=C/c3cccc(OC)c3)c2C)c1	i	i	-7	21	-2	i	i	i	i	i	i
O=C(C1COc2ccccc2O1)N1CCN(c2ccc(F)cc2)CC1 (stereo not given)	i	i	1	-18	-6	i	i	i	i	i	i
C=CCC1(CC=C)CCCN1C(=O)C1CCC(=O)N(CCc2ccc(Cl)cc2)C1 (stereo not given)	i	i	-11	-7	·	i	i	i	i	i	i
Cc1cccc(-c2nnc(SCC#N)n2C)c1	i	i	-14	-8	1	i	i	i	i	i	i
CCOC(=O)NC(=O)CSc1nc2ccccc2[nH]1	i	i	-10	-4	2	i	i	i	i	i	i
S=C1N(c2ccccc2)C(c2cccc3ccccc23)N2CCCN12 (stereo not given)	i	i	-8	-3	2	i	i	i	i	i	i
CN(C)c1nnnn1Cc1ccc(Cl)cc1Cl	i	i	-5	-5	0	i	i	i	i	i	i
COC(=O)[C@]1(C)N[C@H](c2ccc(SC3CCCCC3)cc2)[C@@H]2C(=O)N(C)C(=O)[C@@H]21	i	i	-9	0	1	i	i	i	i	i	i
COc1ccc(NC(=S)NCc2cccn2C)cc1	i	i	-11	6	-1	i	i	i	i	i	i
Cn1c(O)c(/C=C2\C=NN=C2c2ccccc2)sc1=S	i	i	-5	0	-6	i	i	i	i	i	i
Cc1cc(C)nc(SCC(=O)Nc2ccc(S(=O)(=O)Nc3onc(C)c3C)cc2)n1	i	i	-2	0	-1	i	i	i	i	i	i
O=C(CSc1nnc(-c2ccco2)o1)c1ccc([N+](=O)[O-])cc1	i	i	-6	1	11	i	i	i	i	i	i
COC(=O)Cn1c(CN2CCN(C(=O)c3ccco3)CC2)nc2c1c(=O)n(C)c(=O)n2C	i	i	-6	-7	0	i	i	i	i	i	i

Sorted by molar mass (ascending): six of the compounds above.
SMILES	RGS4 inh	KCNQ1 pot	hERG rescue	SKKanGAS inh	HDAC3 inhib	ANO1 activ	ANO1 block	RGS4 act	KCNK9 inh	KCNK3 inh	KCNQ1 block
COCCCNC(=S)Nc1ccc(OC(F)F)cc1C	i	i	1	-1	0	i	i	i	i	i	i
Clc1nc(CN2CCCCC2)nc2sc3c(c12)CCCC3	i	i	-15	-14	-2	i	i	i	i	i	i
O=[N+]([O-])c1cc(Br)c(Nc2ccccc2)c([N+](=O)[O-])c1	i	i	-6	4	2	i	i	i	i	i	i
CCOc1ccccc1C(=O)NCC(=O)NCC(c1ccco1)N1CCCCC1 (stereo not given)	i	i	-10	-11	0	i	i	i	i	i	i
Cc1cccn2c(=O)c3cc(C(=O)NCc4cccnc4)c(=N)n(C(C)C)c3nc12	i	i	-5	0	i	i	i	i	i	i	i
COc1ccc(-n2nc(C(=O)NCC(=O)NCCN(C)C)c3ccccc3c2=O)cc1	i	i	-9	-3	-2	i	i	i	i	i	i

Rows are unselected (roughly 6.3% active in at least one column).
